# Yeast superoxide: reduction of superoxide in aged yeast, primary screen, HTS; S. cerevisiae aged cells, superoxide DHE fluorescence; stronger effect = lower value; superoxide response (% of plate mean), % at 10 µM; actives 0.18% (n = 330,000); AID 2690, 2010;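 active = superoxide response under a set limit, about three screen SD below normal, cut at about 65% in these data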;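 also: yeast aged for seven days with compound at 30 °C before DHE staining; 100% = average MFI of all compound-treated wells on the plate with controls excluded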
# PP5 primary: PP5 phosphatase inhibitors, primary screen, biochemical, fluorescence. purified PP5c, OMFP substrate fluorescence. actives 0.18% (n = 320,000). inhibition, % at 6.7 µM;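 active = inhibition above the campaign's mean inhibition across all tested compounds plus 3 SD, cut at about 9.5% in these data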;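 also: 0% = DMSO only and 100% = 100 µM cantharidin control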
# TPT1 inhibitor: Candida albicans TPT1 enzyme inhibitors, primary screen, biochemical, fluorescence polarization. tRNA 2'-phosphotransferase TPT1 (Candida albicans SC5314). recombinant caTPT1, FP RNA substrate dephosphorylation. inhibition, % at 5 µM. actives 0.81% (n = 300,000);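 active = inhibition above the mean of all tested compounds plus 3 SD, set per screening campaign, cut at about 24% in these data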;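 also: plate controls were DMSO alone for no effect and ferristatin control at 100 nM for full effect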
# ZTA counter: blocks Epstein-Barr virus ZTA, an EBNA-1 counter-screen; P03206; inhibition, % at 11 µM; ZTA-DNA binding, fluorescence polarization; actives 0.15% (n = 320,000); AID 2234; in the data active = inhibition above about 33%
# Target sequence (P03206 whole entry, looked up): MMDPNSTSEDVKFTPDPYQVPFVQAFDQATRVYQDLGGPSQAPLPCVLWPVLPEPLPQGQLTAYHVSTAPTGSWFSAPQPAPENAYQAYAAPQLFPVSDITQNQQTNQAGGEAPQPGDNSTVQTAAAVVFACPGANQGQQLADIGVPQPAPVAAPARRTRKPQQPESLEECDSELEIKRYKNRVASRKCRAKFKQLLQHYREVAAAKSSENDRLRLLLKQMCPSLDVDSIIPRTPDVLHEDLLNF
# EBNA-1 inh: EBNA-1 DNA-binding inhibitors, primary screen, biochemical, fluorescence polarization. actives 0.34% (n = 300,000). inhibition, % at 14.8 µM; in the data active = inhibition above about 28%
# Fh CTSL1 inh: Fasciola hepatica cathepsin L1 inhibitors, primary screen, counter-screen for PFM18AAP inhibitor project, biochemical, QFRET, fluorogenic peptide substrate; recombinant F. hepatica cathepsin L1, Z-Leu-Arg-MCA fluorescence; inhibition, % at 5.96 µM; actives 0.49% (n = 300,000); AID 1906, 2009;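 active = inhibition above the mean of all tested compounds plus 3 SD, set per screening campaign, cut at about 17% in these data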;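 also: 0% = plate median of test compound wells and 100% = 1 µM Z-Phe-Ala-diazomethylketone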
# core dimer inh: inhibitors of HCV core protein dimerization, primary screen, biochemical, TR-FRET, high-throughput | TR-FRET GST/Flag-core106 dimerization, 1536-well | inhibition, % at 5 µM | actives 0.33% (n = 300,000) | AID 1899, 2009;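 active = inhibition above the mean of all tested compounds plus 3 SD, set per screening campaign, cut at about 45% in these data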
#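 System: GST/Flag-tagged HCV core106 proteins. Incubation: compound-protein-antibody incubation 4 h at 22.5 °C. Technique: HTRF with 340 nm excitation, 617/671 nm emission. Medium: KF-containing HEPES buffer, pH 7.45, DTT, CHAPS, BSA. Read-out: inhibition (%) from 671 over 617 nm ratio. Also added: Eu(K)-anti-GST 90 ng/mL plus XL665-anti-Flag 1 µg/mL.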
# PP1 inh: PP1-alpha phosphatase inhibitors, primary screen, counter-screen for PP5 inhibitor project, biochemical, fluorescence, OMFP substrate, single point; Serine/threonine-protein phosphatase PP1-alpha catalytic subunit (Homo sapiens), P62136; purified PP1alpha; inhibition, % at 6.7 µM; actives 0.9% (n = 320,000); AID 2235, 2010;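 active = inhibition above the mean inhibition of all tested compounds plus 3 SD, computed separately for each screening campaign, cut at about 15% in these data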
# Target sequence (P62136 whole entry, looked up): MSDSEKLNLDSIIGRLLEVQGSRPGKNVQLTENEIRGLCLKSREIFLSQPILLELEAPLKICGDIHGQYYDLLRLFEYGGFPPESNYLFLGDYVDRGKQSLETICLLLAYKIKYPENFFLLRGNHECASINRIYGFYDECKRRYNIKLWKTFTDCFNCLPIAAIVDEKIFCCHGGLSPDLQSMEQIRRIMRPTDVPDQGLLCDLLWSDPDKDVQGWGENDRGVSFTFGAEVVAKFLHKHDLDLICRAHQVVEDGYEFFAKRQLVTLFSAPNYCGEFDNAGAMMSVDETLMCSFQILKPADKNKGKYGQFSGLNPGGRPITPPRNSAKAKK
# GASC-1 inh: inhibitors of GASC-1 histone demethylase, primary screen, biochemical, fluorescence, DELFIA europium | Lysine-specific demethylase 4C (Homo sapiens), Q9H3R0 | GST-JMJD2C(1-420) H3K9me3 demethylation | inhibition, % at 2.35 µM | actives 0.069% (n = 330,000);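 active = more than half of a compound's replicate wells show inhibition beyond 50%, single wells judged on their own value; inconclusive = some, but no more than half, of replicates pass 50% inhibition; inactive = no replicate passes 50% inhibition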;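 also: signal counts dimethyl H3K9 product captured on neutravidin plate; 0% = median of DMSO wells and 100% = 0.3 times that DMSO median; strong numbers were not always called active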
# Target sequence (Q9H3R0 1-420 limits assumed): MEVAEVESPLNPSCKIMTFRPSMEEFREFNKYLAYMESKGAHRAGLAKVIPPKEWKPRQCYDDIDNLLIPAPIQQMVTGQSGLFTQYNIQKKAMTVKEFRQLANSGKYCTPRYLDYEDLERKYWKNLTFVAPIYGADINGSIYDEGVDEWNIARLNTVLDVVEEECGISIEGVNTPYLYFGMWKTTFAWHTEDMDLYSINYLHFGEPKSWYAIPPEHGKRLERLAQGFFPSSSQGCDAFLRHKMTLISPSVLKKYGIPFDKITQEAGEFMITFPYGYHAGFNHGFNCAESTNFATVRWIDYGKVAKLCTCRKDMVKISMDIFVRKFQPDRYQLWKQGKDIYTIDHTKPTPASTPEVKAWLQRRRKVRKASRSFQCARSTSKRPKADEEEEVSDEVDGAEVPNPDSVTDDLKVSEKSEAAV
# Numbers without * were called inactive; ? = inconclusive; / = no result given.
# Under each structure: Fh CTSL1 inh	PP5 primary	ZTA counter	Yeast superoxide	TPT1 inhibitor	core dimer inh	GASC-1 inh	PP1 inh	EBNA-1 inh
- COc1ccc(S(=O)(=O)NCc2cc(-c3ccccc3Cl)no2)cc1
    4	2.7	-13	104	0	2	5	-3	-11
- CC(=O)C1C(c2cn(-c3ccccc3)nc2-c2cccs2)NC(=O)NC1(O)C(F)(F)F (stereo not drawn)
    -7	-0.7	0	108	1	1	0	-3	3
- O=C(Nc1ccc2sc3ccccc3c(=O)c2c1)c1ccccc1Cl
    -4	5.6	11	92	0	4	-1	1	5
- COc1ccc(Cc2nnc(N/N=C/c3ccc(C)o3)[nH]c2=O)cc1
    6	1.7	9	110	2	9	5	1	11
- O=C(COc1cccc(F)c1)Nc1nc(-c2ccncc2)cs1
    /	-1.8	0	97	/	/	/	2	/
- CCn1cc(C(=O)NC(=S)Nc2ccccc2[N+](=O)[O-])cn1
    -3	3.1	-4	106	2	-11	-7	-3	-15
- O=[N+]([O-])c1cccc(-c2ccc(SCc3cccnc3)nn2)c1
    2	0.1	9	119	3	5	8	5	-4
- c1cncc(-c2nc3ccccc3[nH]2)c1
    -3	0.7	3	121	-2	8	-33	-2	5
- COc1ccc(-n2nc(C(=O)NCC(=O)NC(C)C)c3ccccc3c2=O)cc1Cl
    1	3.6	-8	86	2	-5	-2	-5	8
- CCc1nc2ccccc2c(NC(=O)CN2CCC(C)CC2)c1C
    -2	3.4	8	107	5	-4	-18	1	0
- O=C(/C=C/c1ccc(Cl)cc1)NCc1ccncc1
    3	-0.4	-14	96	-4	-5	2	0	7
- O=C(NCc1cccc(Cl)c1)c1cc(COc2ccc3ncccc3c2)on1
    -2	0.5	-3	97	2	2	10	0	4
- Cn1nc(-c2ccc(Cl)cc2)c2cc(C(=O)NCCCN3CCCC3)sc21
    1	1.3	6	95	0	-6	-10	2	9
- Cc1noc(C)c1CSc1nc2ccccc2n1CCc1ccccc1
    -2	-1.1	-11	107	-5	0	0	2	-6
- O=C(/C=C/c1cccs1)N1CCC2(CC1)Oc1ccc(F)cc1C(=O)C21CC(c2ccccc2)=NO1 (stereo not drawn)
    -4	2.8	-25	91	-3	7	0	4	0
- O=C(Cc1csc(Nc2nc(=S)[nH]c3ccccc23)n1)N1CCN(c2cccc(C(F)(F)F)c2)CC1
    4	-1.5	-9	98	11	7	-22	-3	11
- CCn1c(COc2ccccc2C)nnc1SCC(=O)OC
    -3	-1.4	10	114	0	2	-3	1	11
- COC(=O)c1sccc1NC(=O)c1ccccc1C(=O)O
    -5	1.1	-5	98	1	-3	-1	-5	6
- CC[C@H](C)[C@@H](C(=O)NCCCCCCCCCCC(=O)N1CCNCC1)n1cc(CCCCN=C(N)N)nn1
    -4	0.3	2	100	-2	2	-1	-1	15
- COc1ccc(-c2cc([C@H]3[C@H]4C=CC[C@@H](C)[C@@H]4C(=O)N3Cc3ccccc3)ccc2F)cc1OC
    7	1.8	16	91	0	18	-1	3	2
- CCc1cc(-c2nc(N)ncc2-c2ccc(Br)cc2)c(O)cc1OC
    -3	-3.2	12	114	-5	-4	0	6	-20
- CCOc1ccc(Cl)cc1S(=O)(=O)N1CCC(C(=O)NCc2ccncc2)CC1
    -10	-0.5	-8	113	-2	-11	-14	-3	-11
- NC(=O)C1CCN(C(=O)Cc2ccc(-c3ccccc3)cc2)CC1
    1	0.5	8	105	0	18	5	0	1
- CCCc1nn2c(=O)cc(CSCC(=O)Nc3ccccc3)nc2s1
    1	-2.2	-17	89	-2	-3	33	-2	-8
- CCN(CC)S(=O)(=O)c1cccc(-c2nc3n(n2)Cc2ccccc2-3)c1
    -7	2.4	-6	116	-1	4	-3	-1	-1
- CN(C)N1C(N)=C(C#N)C(c2cccc3ccccc23)C2=C1CC(c1ccccc1)CC2=O (stereo not drawn)
    2	0.6	1	92	0	25	-4	3	14
- COc1ccc(COC(=O)c2nc3nc(C)cc(C)n3n2)cc1F
    2	0.6	12	111	1	11	17	1	6
- COc1cc(C(=O)N/N=C/C2CC=CCC2)cc(OC)c1OC (stereo not drawn)
    -2	-1.6	-7	97	-3	0	0	-2	-12
- Cc1ccccc1CN1CCN(C(=O)c2cccc(F)c2)CC1
    0	-1.2	21	102	0	6	-2	-2	18
- O=C1CC(c2cccc(Cl)c2)CC(O)=C1C=NCCCO (stereo not drawn)
    -2	0.8	5	99	0	-1	4	1	13

# Under each structure: Fh CTSL1 inh	PP5 primary	ZTA counter	Yeast superoxide	TPT1 inhibitor	core dimer inh	GASC-1 inh	PP1 inh	EBNA-1 inh
- O=C(Cc1ccc(Br)cc1)N1CCN(C(=O)c2ccco2)CC1
    1	1.6	5	99	1	6	-1	-2	-3
- COc1ccc(NC(=O)c2oc3ccccc3c2NC(=O)COc2ccccc2OC)c(OC)c1
    2	0.4	-4	78	0	-3	0	-1	5
- O=C(CSc1nnc(-c2ccccc2F)o1)OCc1ccccc1
    -1	0.5	13	114	2	-1	-3	-1	9
- O=C(O)c1[nH]nc2c1COc1ccccc1-2
    -1	3.1	8	115	-3	-7	/	-3	2
- CC1CCN(C(=O)c2ccc(S(=O)(=O)NCc3ccco3)cc2)CC1
    3	2.1	-1	127	0	-3	-2	6	-26
- COc1ccc(-n2c(Cc3cccn3C)nnc2SCC(=O)Nc2nccs2)cc1
    -3	1.4	-1	105	3	-3	7	0	-1
- Cc1cc(OCc2nn[nH]n2)c2c(C)c(CC(=O)O)c(=O)oc2c1
    -1	-1.4	10	106	-1	-2	-4	-2	6
- CCOc1ccc(CCNC(=O)COC(=O)c2ccccc2O)cc1OCC
    -4	0.0	-10	95	-2	0	-5	-2	-3
- COc1ccc(CCN(C(=O)/C=C/C(=O)O)C2CC(=O)N(c3ccccc3)C2=O)cc1 (stereo not drawn)
    1	0.8	-1	97	-1	1	15	-4	-3
- O=C(NC1CCCC1)C(c1cccnc1)N(C(=O)c1csnn1)c1ccc(F)cc1 (stereo not drawn)
    2	-0.2	-6	99	-1	-2	-12	-3	-6
- C=CCc1cccc(CNc2nc3ccccc3n2C)c1O
    1	7.7	3	102	0	1	16	3	-8
- COc1ccccc1/C=C/C(=O)Nc1cccc(S(=O)(=O)NC2=NCCCCC2)c1
    1	-0.8	12	95	-3	4	-9	-1	5
- O=C(NC1CCCCNC1=O)c1ccco1 (stereo not drawn)
    -2	-0.6	-9	88	-3	-2	-7	0	3
- Cc1ccc(C(F)(F)F)cc1NC(N)=S
    -3	-0.5	15	102	3	11	-9	-4	1
- CC(/C=C/c1ccc(OCc2ccccc2)cc1)=N\O
    0	1.7	11	100	0	3	4	1	-3
- Cn1c(CNC(=O)c2ccc(Cl)c(Cl)c2)nnc1SCC(=O)Nc1sc2c(c1C#N)CCCC2
    0	1.1	9	102	-1	2	-2	-1	31*
- CCCCCC(=O)N1CCN(CCN=CC2=C(O)CC(c3ccc(OC)c(OC)c3)CC2=O)CC1 (stereo not drawn)
    3	0.0	1	100	-4	-2	2	0	11
- O=C(NCCC1=CCCCC1)C1CCN(S(=O)(=O)N2CCCC2)CC1
    -1	-0.3	12	104	0	-1	-9	2	-5
- Nc1nc(CCl)nc(Nc2cccc3ccccc23)n1
    3	1.1	-7	94	2	2	21	-2	-1
- COc1cc2cc(CN(CCN3CCOCC3)C(=O)Nc3ccc(F)cc3)c(=O)[nH]c2cc1OC
    3	-1.6	4	113	0	-1	-2	1	8
- CCC(C)[C@H]1CN=C(N)N1CCc1cc(C(F)(F)F)cc(C(F)(F)F)c1 (stereo partly drawn)
    2	-0.1	-10	97	-4	-8	-1	5	0
- COCCNC(=O)C(C)Oc1ccc(Cl)cc1Cl (stereo not drawn)
    -6	1.3	-1	108	-1	-3	-3	1	6
- COc1ccc(NC(=O)COCC(=O)Nc2ccc(C)cc2)cc1
    0	-1.4	-3	90	-1	8	-36	-6	3
- Cc1cc([N+](=O)[O-])nn1CC(=O)NCCCN1CCOCC1
    2	2.0	-9	88	2	-5	-5	-3	-9
- O=C1CC(c2ccc(Cl)cc2)n2nc(NS(=O)(=O)c3ccc(F)cc3)nc2N1 (stereo not drawn)
    -2	3.7	-25	103	1	1	5	-2	-8
- O=[N+]([O-])c1cccnc1Oc1ccc(OCc2ccccc2)cc1
    3	6.4	-19	101	-4	-12	26	0	-9
- CCCCS(=O)c1snnc1C (stereo not drawn)
    -3	1.7	-5	98	-5	4	2	-1	2
- O=C(CNc1ccc(Br)cc1)c1ccccc1
    -4	0.0	-5	92	-4	4	-19	0	1
- CCOC(=O)CNC(=S)NN(C)C
    1	0.3	5	90	0	0	5	-3	1
- Cc1cc(NC2CCCCC2)nc(NCc2ccccc2)n1
    -1	0.4	7	95	-5	-11	6	6	1

# Under each structure: Fh CTSL1 inh	PP5 primary	ZTA counter	Yeast superoxide	TPT1 inhibitor	core dimer inh	GASC-1 inh	PP1 inh	EBNA-1 inh
- CCCCOc1ccc(-c2nnn(C(C)(C)C(=O)OC)n2)cc1
    3	3.2	13	117	-2	-1	1	-1	8
- COc1cc(/C=C2\SC(N)=NC2=O)cc(Cl)c1O
    7	-1.3	17	100	43*	-25	8	-1	11
- O=C1NCC(c2ccccc2)C1C(=O)N/N=C\c1ccc(-c2cccc(Cl)c2Cl)o1 (stereo not drawn)
    5	1.1	-12	101	-3	8	4	7	5
- Cc1c(NC(=O)c2cc(-c3ccc(Br)cc3)on2)c(=O)n(-c2ccccc2)n1C
    4	2.1	7	99	4	13	1	1	-14
- COc1cc(C(=O)COC(=O)C2CCN(c3ccc(C(F)(F)F)cn3)CC2)ccc1OC(F)F
    5	0.9	25	86	-4	-1	4	-3	0
- COC(=O)c1cc(Br)c(=O)n(-c2ccc(F)cc2)c1
    1	1.6	-3	105	-5	-2	1	-4	-4
- N#C/C(=N\Nc1ccc(Cl)cc1)C(=O)c1ccsc1
    -1	5.5	6	112	-4	0	-13	1	5
- CN(C)Cc1c(O)ccc2c(=O)c(-c3ccccc3Cl)c(C(F)(F)F)oc12
    -8	2.1	-8	87	2	4	-3	-3	5
- CC(NC(c1ccccc1)c1ccccc1)C(=O)N1CCCc2ccccc21 (stereo not drawn)
    1	1.9	13	106	0	-1	19	2	11
- O=[N+]([O-])c1cccc(NC(=S)NCCc2ccccc2)c1
    -10	1.1	8	133	-3	-6	?	2	2
- C=CCOC(=O)C1=C(C)N=c2s/c(=C3\C(=O)N(CC(=O)O)c4ccccc43)c(=O)n2C1c1ccc(OC)cc1 (stereo not drawn)
    2	1.2	8	104	0	10	-5	8	-1

# Sorted by the number under core dimer inh (largest number first): some entries from above.
molecule	core dimer inh
Cc1c(NC(=O)c2cc(-c3ccc(Br)cc3)on2)c(=O)n(-c2ccccc2)n1C	13
O=C1NCC(c2ccccc2)C1C(=O)N/N=C\c1ccc(-c2cccc(Cl)c2Cl)o1 (stereo not drawn)	8
N#C/C(=N\Nc1ccc(Cl)cc1)C(=O)c1ccsc1	0

# Bioassay records from PubChem.
